Ba/F3 V617F tox: reduced viability of JAK2V617F-dependent Ba/F3 cells, primary screen, JAK2V617F inhibitor project, cell-based, Ba/F3 EpoR-JAK2V617F, luminescence; ATP luminescence; inhibition, % at 5.6 µM; hit rate 1.1% among 220,000; AID 1446, 2008;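 active means inhibition above the campaign mean plus 3 SD over all tested compounds, cut at about 24% in these data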;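 further: cytokine-independent growth of Ba/F3 cells driven by EpoR plus mutant JAK2; 0% = DMSO-treated cells and 100% = JAK inhibitor I control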
S1P4 agonist: S1P4 receptor agonists, primary screen, cell-based | AID 1509, 2009 | Sphingosine 1-phosphate receptor 4 (Homo sapiens), O95977 | activation, % at 4.98 µM | hit rate 0.35% among 220,000 | S1P4-expressing cell line, agonist reporter assay; in the data active means activation above about 11%;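 further: 0% = DMSO vehicle and 100% = reference agonist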
S1P4 antagonist: S1P4 receptor antagonists, primary screen, cell-based; Sphingosine 1-phosphate receptor 4 (Homo sapiens), O95977; S1P4-expressing cells, antagonist mode, reporter read-out; inhibition, % at 4.98 µM; hit rate 0.26% among 220,000; AID 1510, 2009; in the data active means inhibition above about 29%;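 further: 0% = wells stimulated with agonist and 100% = vehicle wells without agonist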
NPY-Y2 PAM-ag: NPY-Y2 potentiators or agonists, primary screen, cell-based; AID 1359, 2008; hit rate 0.45% among 220,000; Neuropeptide Y receptor type 2 (Homo sapiens), P49146; cells expressing NPY-Y2, potentiator/agonist read-out; activation, % at 3.6 µM; in the data active means activation above about 27%;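 further: cells stimulated with NPY near EC25 plus isoproterenol at EC100; 0% = vehicle plus submaximal agonist and 100% = vehicle plus saturating agonist; some results beyond the cut were filed as inactive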
Target sequence (P49146 whole entry, looked up): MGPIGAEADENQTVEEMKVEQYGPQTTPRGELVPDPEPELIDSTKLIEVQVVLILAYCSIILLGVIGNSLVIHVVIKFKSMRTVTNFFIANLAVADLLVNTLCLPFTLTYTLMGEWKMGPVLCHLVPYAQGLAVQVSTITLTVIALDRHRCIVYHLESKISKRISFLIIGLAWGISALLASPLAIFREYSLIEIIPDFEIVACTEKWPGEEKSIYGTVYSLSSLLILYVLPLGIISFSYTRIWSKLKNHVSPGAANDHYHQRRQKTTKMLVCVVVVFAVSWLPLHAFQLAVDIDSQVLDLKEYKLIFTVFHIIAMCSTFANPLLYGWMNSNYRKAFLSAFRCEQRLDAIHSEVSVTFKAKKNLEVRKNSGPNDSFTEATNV
MDM2 E3 inh: MDM2-luciferase reporter signal enhancers, primary screen, MDM2 E3 ligase inhibitor project, cell-based, luminescence, 1536-well; E3 ubiquitin-protein ligase Mdm2 (Homo sapiens), Q00987; cell-based MDM2 ubiquitination luciferase reporter, 2 h; 0 = plate control, 100 = twice control, blank-subtracted; signal enhancement, % at 5 µM; hit rate 0.11% among 210,000; AID 1230, 2008;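 active means signal enhancement of 30% or more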;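 further: luminescence tracks abundance of the self-degrading MDM2-luciferase fusion protein; higher signal means inhibition of MDM2 E3 ligase activity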
Target sequence (Q00987 whole entry, looked up, the tested form may be a part): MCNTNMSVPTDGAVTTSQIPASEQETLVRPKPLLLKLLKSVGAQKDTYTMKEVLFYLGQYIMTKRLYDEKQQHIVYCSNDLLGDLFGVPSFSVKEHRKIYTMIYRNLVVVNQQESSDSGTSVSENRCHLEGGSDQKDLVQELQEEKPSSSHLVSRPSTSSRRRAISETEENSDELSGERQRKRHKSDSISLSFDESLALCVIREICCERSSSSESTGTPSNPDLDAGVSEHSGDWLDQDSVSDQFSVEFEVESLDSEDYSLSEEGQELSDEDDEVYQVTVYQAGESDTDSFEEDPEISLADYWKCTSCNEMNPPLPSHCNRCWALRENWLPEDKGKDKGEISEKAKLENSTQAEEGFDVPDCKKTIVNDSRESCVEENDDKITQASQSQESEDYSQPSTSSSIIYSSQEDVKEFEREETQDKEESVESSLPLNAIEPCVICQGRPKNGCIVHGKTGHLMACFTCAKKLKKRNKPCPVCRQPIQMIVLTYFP
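system = mammalian cells stably expressing self-ubiquitinating, self-degrading MDM2 E3–luciferase fusion | quantity = 2000 cells per well seeded | incubation = 4 h cell settling then 2 h compound exposure, 37 °C | signal = SteadyLite luminescence, 15 min reagent step | benchmarks = plate control and blank wells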
eIF4E 4G PPI: eIF4E–eIF4G protein interaction inhibitors, primary screen, biochemical, uHTS, TR-FRET, eIF4GI fragment. TR-FRET eIF4E-eIF4GI(517-606) binding, 2 h. inhibition, % at 21.7 µM. AID 782, 2007. Eukaryotic translation initiation factor 4E (Mus musculus) + Eukaryotic translation …. hit rate 0.37% among 220,000;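 active means inhibition above about 30%, limit read from the data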;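 further: 0% = full FRET control wells and 100% = background wells lacking eIF4GI fragment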
Wee1 degr inh: Wee1 degradation inhibitors, primary screen, cell-based, HeLa, Wee1K328M-luciferase, luminescence; Wee1-like protein kinase (Homo sapiens), P30291; HeLa Luc-Wee1K328M stability; 100% = proteasome inhibitor MG132 effect; reporter increase, % at 5 µM; hit rate 1.2% among 220,000; AID 1321, 2008;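 active means activation above the mean of all tested compounds plus 3 SD, set per screening run, cut at about 8.8% in these data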;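 further: cells exposed to compound for 20 h before luminescence read; 0% = DMSO alone and 100% = MG132 at 30 µM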
PERK inhibitor: block of dimerizer-induced PERK translation repression, primary screen, PERK inhibitor project, CHO PERK-DD cells, SEAP luminescence, HTS; inhibition, % at 5.6 µM; hit rate 0.17% among 220,000; AID 1416, 2008; CHO PERK-DD fusion, SEAP luminescence translation reporter; Eukaryotic translation initiation factor 2-alpha kinase 3 (Homo sapiens), Q9NZJ5;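 active means inhibition above the mean inhibition of all tested compounds plus 3 SD, set separately per screening campaign, cut at about 2.9% in these data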;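 further: PERK kinase domain activated by AP20187 dimerizer at 100 nM; 0% = DMSO with dimerizer and 100% = rapamycin at 8.4 µM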
BaF3 tox: parental Ba/F3 cell viability inhibition, counter-screen for JAK2V617F inhibitor project, murine pro-B, CellTiter-Glo luminescence | hit rate 1.1% among 220,000 | inhibition, % at 5.6 µM | CellTiter-Glo ATP luminescence;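 active means inhibition above a per-campaign cutoff, the mean inhibition of all tested compounds plus 3 SD, cut at about 27% in these data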;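 further: 0% = DMSO wells and 100% = JAK Inhibitor I control wells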
An asterisk follows results filed as active; x = no result given; [ ] = dose if it differs, or a comment. Rows were taken by chance; about 4.1% have a hit in one of these screens.

Values run as follows: Ba/F3 V617F tox	S1P4 agonist	S1P4 antagonist	NPY-Y2 PAM-ag	MDM2 E3 inh	eIF4E 4G PPI	Wee1 degr inh	PERK inhibitor	BaF3 tox
CCN(CC)S(=O)(=O)c1ccc(Oc2cccc(C(C)=O)c2)nc1
 : 0	-0.2	-1	1	-12	-6	-1	-0.1	4
O=C(COC(=O)c1cccc(C(=O)OCC(=O)NC2CCCCC2)n1)NC1CCCCC1
 : 0	-0.5	-2	-5	-3	-14[fluorescence artefact?]	0	1.2	1
CCN(CC)CCNC(=O)Cn1cnc2sc(C)c(S(=O)(=O)N3CCN(c4ncccn4)CC3)c2c1=O
 : 0	0.7	-10	2	-1	-3	-2	1.6	3
Cc1cc(C(=O)OCC(=O)Nc2cc(C)on2)c2ccccc2n1
 : 2	-1.5	3	-5	-21	3	1	0.8	5
Cn1c(C(=O)OC(C(=O)NC2CCCCC2)c2cccnc2)cc2sccc21 (centres undefined)
 : -1	1.0	-2	-68	-8	8	1	-2.0	7
CC(C)N1C(=O)c2ccccc2C1C(=O)NC1CCCCCC1 (centres undefined)
 : -5	0.7	-2	-6	-5	4	3	-0.7	-2
CC(=O)Nc1scc(-c2ccccc2)[n+]1-c1ccc(C)cc1
 : 3	5.7	-3	-16	-27	1	1	-0.3	5
COc1ccc(NC(=O)CSc2nc(C)c3c(c2C#N)CCCC3)cc1
 : 1	0.1	-19	-8	3	1[fluorescence artefact?]	-1	-0.1	3
CC(C)Sc1nc2c(c(=O)n1C)SC(C)C2 (centres undefined)
 : 0	-2.1	10	0	-14	6	-2	0.9	4
Cc1cc(NC(=O)CN2C(=O)NC3(CCCCC3)C2=O)no1
 : -3	-0.9	7	11	x	-3	2	0.7	5
CCCCC(CC)CNC(=O)Cn1c(=S)[nH]c2ncccc2c1=O (centres undefined)
 : 2	2.3	-15	1	-2	-4	0	1.1	8
O=C(COC(=O)c1ccc(S(=O)(=O)N2CCCC2)cc1)NCc1ccc(F)cc1
 : 0	0.0	-16	2	1	-1	0	0.3	1
O=C(Cc1c(F)cccc1Cl)NC1=NCCS1
 : 2	1.2	-13	11	-21	0	-2	-0.3	3
Cc1nn(C(=O)c2nn(C)cc2[N+](=O)[O-])c(C)c1Br
 : -2	1.7	-7	12	3	0	1	1.5	5
Oc1ccc(-c2n[nH]c(C(F)(F)F)c2-c2ccccc2)c(O)c1
 : 56*	-0.6	-5	53*	-21	2	1	0.4	78*
CC(=O)n1nc(-c2cccnc2)nc1NCc1cccs1
 : 3	1.3	-8	-7	-21	2	0	0.0	1
C=CCn1c(CCC(O)COCCCCC)n[nH]c1=S (centres undefined)
 : 1	0.0	-6	-15	-12	2	-3	1.1	-2
Cc1nn(Cc2c(Cl)cccc2Cl)c(C)c1NC(=O)c1cnn2c(C(F)F)cc(-c3ccccc3)nc12
 : 1	0.8	-9	-11	-6	1	1	0.6	2
C=CCn1c(SCC(=O)c2cccs2)nnc1-c1cccc(OC)c1
 : -1	0.1	-17	11	-29	3	-2	-0.4	6
COc1cccc(CNC(=O)C(C(=O)NCc2cccc(OC)c2)c2ncc(C(F)(F)F)cc2Cl)c1
 : 0	1.1	-13	3	-7	1	-1	0.6	5
Cc1ccc(N(C(=O)C2CCCC2)C2C=CS(=O)(=O)C2)cc1C (centres undefined)
 : 0	0.3	-17	11	-8	-6[fluorescence artefact?]	-2	-0.5	4
O=C(CCCN1C(=O)c2ccccc2C1=O)Oc1ccc(F)cc1
 : 0	-3.8	-11	-4	0	12	5	0.7	5
COc1cc(NC(=O)C23CC4CC(C2)CC(n2nnc(C)n2)(C4)C3)c(OC)cc1Cl
 : 1	-0.9	-14	-10	-12	-4	1	1.6	6
COc1ccc(N=C2SCC(c3ccc([N+](=O)[O-])cc3)=NN2CCO)cc1
 : 2	-2.2	-7	0	-6	2	1	0.0	-3
CS(=O)(=O)N(Cc1ccccc1)c1ccc(C(=O)NN=C2CCCCCC2)cc1
 : -1	1.2	-15	1	-5	-1[fluorescence artefact?]	4	0.2	8
O=C(CSc1nc2ccccc2o1)NC(=O)NCc1ccccc1
 : 0	0.0	1	-23	-1	7	0	-0.4	2
CCn1c(=O)c(C(C)=O)nc2ccccc21
 : -2	-2.5	5	4	1	1	2	0.6	0
O=C(N/N=C1/CCS(=O)(=O)c2ccc(F)cc21)c1ccccn1
 : 3	1.8	-17	11	-5	6	1	1.2	11
Oc1cc(-c2ccccc2)c2ccccc2c1
 : -1	-0.3	-4	2	1	-1	1	0.6	5
COC(=O)CNC(=O)C(Cc1c[nH]c2ccccc12)NC(=O)OC(C)(C)C (centres undefined)
 : 4	-2.3	-7	-7	-15	-1	-2	-1.3	5

In a second layout: 8 of the compounds above.
SMILES,Ba/F3 V617F tox,S1P4 agonist,S1P4 antagonist,NPY-Y2 PAM-ag,MDM2 E3 inh,eIF4E 4G PPI,Wee1 degr inh,PERK inhibitor,BaF3 tox
Oc1ccc(-c2n[nH]c(C(F)(F)F)c2-c2ccccc2)c(O)c1,56*,-0.6,-5,53*,-21,2,1,0.4,78*
CC(=O)n1nc(-c2cccnc2)nc1NCc1cccs1,3,1.3,-8,-7,-21,2,0,0.0,1
C=CCn1c(CCC(O)COCCCCC)n[nH]c1=S (centres undefined),1,0.0,-6,-15,-12,2,-3,1.1,-2
Cc1nn(Cc2c(Cl)cccc2Cl)c(C)c1NC(=O)c1cnn2c(C(F)F)cc(-c3ccccc3)nc12,1,0.8,-9,-11,-6,1,1,0.6,2
C=CCn1c(SCC(=O)c2cccs2)nnc1-c1cccc(OC)c1,-1,0.1,-17,11,-29,3,-2,-0.4,6
COc1cccc(CNC(=O)C(C(=O)NCc2cccc(OC)c2)c2ncc(C(F)(F)F)cc2Cl)c1,0,1.1,-13,3,-7,1,-1,0.6,5
Cc1ccc(N(C(=O)C2CCCC2)C2C=CS(=O)(=O)C2)cc1C (centres undefined),0,0.3,-17,11,-8,-6[fluorescence artefact?],-2,-0.5,4
O=C(CCCN1C(=O)c2ccccc2C1=O)Oc1ccc(F)cc1,0,-3.8,-11,-4,0,12,5,0.7,5

Continuation.
Values run as follows: Ba/F3 V617F tox	S1P4 agonist	S1P4 antagonist	NPY-Y2 PAM-ag	MDM2 E3 inh	eIF4E 4G PPI	Wee1 degr inh	PERK inhibitor	BaF3 tox
COC(=O)C1=C(C)NC(C)=C(C(=O)OC)C1C(=O)OCC(=O)Nc1ccc(C(C)=O)cc1
 : -4	-1.5	-1	7	-18	1	-3	1.9	1
Cn1cccc1/C=C1\SC(=Nc2cccc(O)c2)NC1=O
 : -2	-1.2	4	-10	-8	6	1	1.2	-1
CCn1c(O)c(C=NCc2cccs2)c(=O)n(CC)c1=S
 : 0	1.7	-10	4	-10	2	1	-0.1	9
CN(CCC1CCOCC1)C(=O)CC1C(=O)NCCN1C/C=C/c1ccccc1 (centres undefined)
 : 0	-0.5	-2	-12	-9	1	1	-0.3	4
CCOC(=O)Cc1csc(NC(=O)CSc2ncnc3c2cnn3-c2ccc(OC)cc2)n1
 : -2	-2.6	0	-2	-43	0	1	-0.9	2
O=c1c2c3c(sc2n(CCN2CCCCC2)c(=O)n1Cc1ccco1)CCCCC3
 : 3	1.7	-6	-15	-88	-1	6	-1.6	6
COc1ccc(OC)c(NC(=O)C2CCC(CNc3c(N4CCOCC4)c(=O)c3=O)CC2)c1 (centres undefined)
 : -2	0.2	14	-10	-6	-5	3	1.9	-1
CC(Oc1ccc(Br)cc1)C(=O)Nn1c(=S)[nH]c2ncccc2c1=O (centres undefined)
 : 0	-0.7	-4	1	-16	4	-1	1.1	2
C=CCOC(=O)/C(=C\c1ccccc1)NC(=O)c1ccco1
 : 1	0.8	-6	-11	x	7	4	-0.1	8
O=C(Nc1ccccc1Cl)C1(c2ccccc2)CC1(Cl)Cl (centres undefined)
 : 2	-1.3	-10	-3	-2	6	3	-0.3	5
Cc1cc(NC(=O)CSc2n[nH]c(-c3cccs3)n2)no1
 : -4	-0.3	-8	0	-8	2	3	0.5	-1
O=C(Cn1c(=S)[nH]c2ccccc2c1=O)N1CCN(c2ccc(F)cc2)CC1
 : -3	0.5	-4	12	-10	-2	7	0.1	6
COc1cccc(NC(=O)c2oc3ccccc3c2NC(=O)c2ccc3c(c2)OCO3)c1
 : 2	-1.8	9	-10	-4	0	3	0.4	3
COc1ccc(CCNC(=S)NC(=O)c2ccccc2)cc1C
 : -2	0.2	-17	-8	-19	4	-3	0.6	-1
COc1cc(/C=C(\C#N)C(=O)NCc2cccs2)ccc1O
 : -4	-0.1	0	3	-5	-2	-1	-0.8	-2
COc1ccc(S(=O)(=O)N2Cc3ccccc3CC2C(=O)Nc2ccc(O)cc2)cc1OC (centres undefined)
 : -2	3.4	-7	8	-12	4	0	-0.1	0
CC(=O)Nc1ccc(-c2nnc(SCc3ccccc3C#N)n2C)cc1
 : 4	-3.9	-7	-6	0	0	6	-0.9	3
CC(=O)Nc1ccc(C(=O)Nc2nc(-c3ccccn3)cs2)cc1
 : 2	3.4	-18	-24	-4	-1	3	0.5	11
COc1ccc(N2C(=O)C(CC(=O)Nc3ccc(F)cc3)N(CCc3cccs3)C2=O)cc1 (centres undefined)
 : 4	1.2	-12	5	-7	0[fluorescence artefact?]	-1	-0.3	10
CN1C(=O)NC(NC(=O)C2CCCCC2)(C(F)(F)F)C1=O (centres undefined)
 : -3	0.2	-15	21	0	-2[fluorescence artefact?]	-1	1.3	-1
O=c1oc2cc(Oc3ccc(C(F)(F)F)cc3[N+](=O)[O-])ccc2c2c1CCCC2
 : -6	0.5	0	-6	5	1	1	1.4	-3
Clc1ccc(Cn2nnc(-c3ccccc3)n2)cc1
 : -5	-0.5	-1	-4	-8	7	1	0.8	-2
CCNc1nc2ccccc2[nH]1
 : -2	0.6	0	3	x	9[fluorescence artefact?]	9.8*	0.2	-1
Cc1ccn(CC(C)C(=O)O)n1 (centres undefined)
 : -2	1.3	-18	-6	-2	4	9.6*	1.8	5
CCOC(=O)c1c2ccc(OCC(=O)N/N=C/c3ccc(C)cc3)cc2n2ccccc12
 : 11	-2.5	-21	-1	1	-31	0	-0.6	-2

Source: PubChem (several laboratories)
